From PubChem BioAssay
M5 antag: CHRM5 antagonism in calcium assay. P08912. CHO-hM5 cells, Fluo-8 calcium fluorescence, ACh EC80. inhibition, % at 3 µM. 360,000 compounds, 0.59% hits;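 active = inhibition above a per-plate cutoff, the mean of that plate's test compounds plus 3 SD, cut at about 27% in these data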;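 also: 0% = acetylcholine EC80 with DMSO and 100% = DMSO without agonist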
Target sequence (P08912 whole entry, looked up): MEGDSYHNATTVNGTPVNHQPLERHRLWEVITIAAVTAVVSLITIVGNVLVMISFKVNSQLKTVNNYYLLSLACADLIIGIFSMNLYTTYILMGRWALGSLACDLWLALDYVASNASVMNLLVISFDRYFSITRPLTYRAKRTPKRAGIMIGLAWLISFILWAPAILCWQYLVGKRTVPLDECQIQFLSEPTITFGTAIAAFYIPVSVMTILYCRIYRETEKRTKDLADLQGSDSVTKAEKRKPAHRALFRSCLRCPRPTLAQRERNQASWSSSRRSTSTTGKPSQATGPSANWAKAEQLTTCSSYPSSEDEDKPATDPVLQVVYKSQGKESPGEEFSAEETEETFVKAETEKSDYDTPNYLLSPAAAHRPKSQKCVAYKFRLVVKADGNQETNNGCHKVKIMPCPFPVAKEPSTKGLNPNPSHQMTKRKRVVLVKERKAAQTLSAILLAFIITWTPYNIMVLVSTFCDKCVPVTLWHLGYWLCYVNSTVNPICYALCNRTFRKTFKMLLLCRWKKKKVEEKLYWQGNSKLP
M5 PAM: potentiates acetylcholine response at human M5 receptor; 360,000 compounds, 0.3% hits; P08912; CHO-K1 hM5, Fluo-8 calcium, ACh EC20 PAM; 0% = ACh EC20, 100% = ACh EC100; activation, % at 3 µM;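 active = activation above the run cutoff, the mean activation of all test compounds plus 3 SD, cut at about 18% in these data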
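Assay system: CHO-K1 hM5 cells. Also added: acetylcholine at EC20 concentration, added after compound. Dosing: 3 µM, single dose. Times: compound preincubation 140 s before EC20 acetylcholine addition. Signal: Fluo-8 calcium fluorescence. Measure: % activation relative to EC20 and EC100 ACh responses. Repeats: singlicate, one well per test compound.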
CHO-K1 Ca PAM: nonselective activator or artifact in parental CHO-K1 calcium assay; 360,000 compounds, 0.02% hits; activation, % at 3 µM; ATP EC20, Fluo-8 calcium fluorescence; 0% at ATP EC20, 100% at ATP max; AID 602247;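 active = activation above the run cutoff, the mean activation of all test compounds plus 3 SD, cut at about 40% in these data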;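 also: peak over basal fluorescence ratio in a 140 s read after ATP addition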
M4 PAM: potentiates acetylcholine response at human M4 receptor. P08173. CHO-K1 hM4/Gqi5, Fluo-8 calcium fluorescence, ACh EC20; 0% = ACh EC20, 100% = maximal ACh. activation, % at 3 µM. 360,000 compounds, 0.4% hits;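 active = activation above its plate's cutoff, the mean activation of sample wells plus 3 SD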; also: some results filed as inactive read as strong as hits
Target sequence (P08173 whole entry, looked up): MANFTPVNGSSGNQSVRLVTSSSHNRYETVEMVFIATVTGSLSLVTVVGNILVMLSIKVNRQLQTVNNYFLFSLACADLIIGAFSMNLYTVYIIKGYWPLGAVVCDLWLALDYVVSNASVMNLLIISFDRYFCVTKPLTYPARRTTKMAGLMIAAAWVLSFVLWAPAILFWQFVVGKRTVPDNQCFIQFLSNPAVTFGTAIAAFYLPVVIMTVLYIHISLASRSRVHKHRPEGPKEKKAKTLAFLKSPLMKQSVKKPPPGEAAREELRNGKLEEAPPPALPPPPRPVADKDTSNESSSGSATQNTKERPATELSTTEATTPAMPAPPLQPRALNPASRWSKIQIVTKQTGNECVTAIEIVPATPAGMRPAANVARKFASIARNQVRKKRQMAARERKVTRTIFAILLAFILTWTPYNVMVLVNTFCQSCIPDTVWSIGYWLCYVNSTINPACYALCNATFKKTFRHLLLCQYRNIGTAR
CHO-K1 Ca antag: M1 antagonist counterscreen hit in parental CHO-K1 cells | AID 602250 | ATP-induced calcium, Fluo-8 fluorescence | inhibition, % at 3 µM | 360,000 compounds, 0.6% hits;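 active = inhibition above a per-plate cutoff, the plate's mean sample inhibition plus 3 SD, cut at about 24% in these data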;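 also: 0% = DMSO plus EC80 ATP and 100% = DMSO alone without ATP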
CHRM4 agonist: agonists of human muscarinic M4 receptor (CHRM4); P08173; CHO-K1 hM4/Gqi5, Fluo-8 calcium fluorescence; vehicle 0%, full acetylcholine response 100%; activation, % at 3 µM; 360,000 compounds, 0.14% hits;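 active = activation above the run mean over all test wells plus 3 SD, cut at about 32% in these data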;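 also: peak over basal fluorescence ratio per well then scaled between controls; 0% = DMSO wells and 100% = acetylcholine at EC100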
M5 ag: CHRM5 agonism in calcium assay; 360,000 compounds, 0.19% hits; CHO-K1 hM5 cells, Fluo-8 calcium fluorescence; 0% DMSO wells, 100% maximal acetylcholine response; activation, % at 3 µM;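 active = activation above the run's mean over test compounds plus 3 SD, cut at about 23% in these data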;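 also: signal is peak over basal fluorescence ratio across the kinetic read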
CHRM4 antagonist: blocks acetylcholine activation of human M4 receptor | P08173 | CHO-hM4 cells, ACh EC80, Fluo-8 calcium fluorescence | inhibition, % at 3 µM | 360,000 compounds, 0.73% hits | AID 624125;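 active = inhibition above its plate's cutoff, the mean inhibition of sample wells plus 3 SD, cut at about 27% in these data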;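 also: 0% = acetylcholine EC80 with DMSO and 100% = DMSO without agonist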
CHO-K1 Ca ag: counter-screen for M1 agonists: effect in parental CHO-K1 cells; Fluo-8 calcium fluorescence; scaled to maximal ATP response, vehicle zero; activation, % at 3 µM; 360,000 compounds, 0.48% hits; in the data active = activation above about 15%;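 also: untransfected CHO-K1 host cells lacking M1 receptor as counterscreen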
The depositor's hits bear a star.

Results for CC1=C(C#N)C(NC(=O)C(C)(C)C)(C(F)(F)F)C(=O)N1 (stereo unspecified) ?
M5 antag: 5; M5 PAM: -2; CHO-K1 Ca PAM: 0; M4 PAM: -2; CHO-K1 Ca antag: 6; CHRM4 agonist: 0; M5 ag: -1; CHRM4 antagonist: 4; CHO-K1 Ca ag: 0.3

How did NC(=O)CSc1ccc(-c2ccc(F)cc2)nn1 do in these assays?
M5 antag: -12; M5 PAM: -2; CHO-K1 Ca PAM: -8; M4 PAM: -2; CHO-K1 Ca antag: 11; CHRM4 agonist: 0; M5 ag: -3; CHRM4 antagonist: 1; CHO-K1 Ca ag: 0.0

Results for Cc1ccc2nc3c(c(Nc4ccccc4)c2c1)CCC3 ?
M5 antag: 6; M5 PAM: -1; CHO-K1 Ca PAM: 20; M4 PAM: -7; CHO-K1 Ca antag: -2; CHRM4 agonist: 1; M5 ag: -10; CHRM4 antagonist: -4; CHO-K1 Ca ag: 3.1

What do the screens show for `Cc1ccc(OCCNCc2ccccc2)c(C)c1`?
M5 antag: 7; M5 PAM: 0; CHO-K1 Ca PAM: 10; M4 PAM: -1; CHO-K1 Ca antag: -5; CHRM4 agonist: 3; M5 ag: 1; CHRM4 antagonist: 6; CHO-K1 Ca ag: 4.0

What do the screens show for `CCC1(C)NC(=O)N(CC(=O)Nc2sc3c(c2C(N)=O)CCC3)C1=O` (stereo unspecified)?
M5 antag: -2; M5 PAM: 6; CHO-K1 Ca PAM: -1; M4 PAM: 8; CHO-K1 Ca antag: -11; CHRM4 agonist: 0; M5 ag: -7; CHRM4 antagonist: 2; CHO-K1 Ca ag: -0.2

What do the screens show for `c1csc(-c2nc(N3CCOCC3)c3ccccc3n2)c1`?
M5 antag: 2; M5 PAM: 6; CHO-K1 Ca PAM: 16; M4 PAM: -3; CHO-K1 Ca antag: -15; CHRM4 agonist: 4; M5 ag: -1; CHRM4 antagonist: -7; CHO-K1 Ca ag: 1.9

What do the screens show for `Cn1c(=O)n(CC(=O)Nc2ccc(F)cc2)c2ccccc21`?
M5 antag: -5; M5 PAM: 2; CHO-K1 Ca PAM: 22; M4 PAM: 13; CHO-K1 Ca antag: -4; CHRM4 agonist: 1; M5 ag: -1; CHRM4 antagonist: 5; CHO-K1 Ca ag: 2.3

How did CC1CCCCN1C(=S)NCc1ccccc1 (stereo unspecified) do in these assays?
M5 antag: 3; M5 PAM: -3; CHO-K1 Ca PAM: 23; M4 PAM: 4; CHO-K1 Ca antag: -2; CHRM4 agonist: 0; M5 ag: -4; CHRM4 antagonist: -6; CHO-K1 Ca ag: 7.9

Results for CCCCn1c(-c2ccc(OC(F)F)cc2)nc2c1c(=O)[nH]c(=O)n2CC(C)C ?
M5 antag: 0; M5 PAM: 1; CHO-K1 Ca PAM: 3; M4 PAM: -1; CHO-K1 Ca antag: -10; CHRM4 agonist: 0; M5 ag: -2; CHRM4 antagonist: 0; CHO-K1 Ca ag: 0.2

How did CCOc1ccc(CCNC(=O)COC(=O)/C=C/c2ccc(OC)c(OC)c2)cc1OCC do in these assays?
M5 antag: 6; M5 PAM: -1; CHO-K1 Ca PAM: 3; M4 PAM: -1; CHO-K1 Ca antag: -4; CHRM4 agonist: 2; M5 ag: -1; CHRM4 antagonist: 10; CHO-K1 Ca ag: 0.6

How did O=C(CN(C1CCCCC1)S(=O)(=O)c1ccc(Cl)cc1)N1CCOCC1 do in these assays?
M5 antag: 5; M5 PAM: 16; CHO-K1 Ca PAM: -7; M4 PAM: 16; CHO-K1 Ca antag: 27*; CHRM4 agonist: 1; M5 ag: 2; CHRM4 antagonist: 26; CHO-K1 Ca ag: -0.2

How did O=C(CC1CCCC1)NCCS(=O)(=O)N1CCN(c2ccccc2)CC1 do in these assays?
M5 antag: 11; M5 PAM: -2; CHO-K1 Ca PAM: 11; M4 PAM: 2; CHO-K1 Ca antag: -10; CHRM4 agonist: 4; M5 ag: 1; CHRM4 antagonist: -3; CHO-K1 Ca ag: 3.0

What do the screens show for `O=S1(=O)NC(=NCC(c2ccco2)N2CCCCC2)c2ccccc21` (stereo unspecified)?
M5 antag: 7; M5 PAM: -24; CHO-K1 Ca PAM: 4; M4 PAM: -17; CHO-K1 Ca antag: -10; CHRM4 agonist: 0; M5 ag: -19; CHRM4 antagonist: -2; CHO-K1 Ca ag: 0.7

What do the screens show for `Nc1ccc(C(=O)NCC2(c3ccccc3)CCCC2)cc1`?
M5 antag: 4; M5 PAM: -4; CHO-K1 Ca PAM: -2; M4 PAM: -1; CHO-K1 Ca antag: 6; CHRM4 agonist: 0; M5 ag: -1; CHRM4 antagonist: 4; CHO-K1 Ca ag: 0.0

Results for Cc1ccccc1-n1nc2c(c1NC(=O)CC(C)C)CS(=O)C2 (stereo unspecified) ?
M5 antag: 16; M5 PAM: -7; CHO-K1 Ca PAM: -4; M4 PAM: -2; CHO-K1 Ca antag: -5; CHRM4 agonist: 0; M5 ag: -2; CHRM4 antagonist: 9; CHO-K1 Ca ag: -0.1

How did Cc1cc2c(cc1S(=O)(=O)CCC(=O)NCCc1ccccc1)OCC(=O)N2 do in these assays?
M5 antag: -4; M5 PAM: 0; CHO-K1 Ca PAM: 2; M4 PAM: 5; CHO-K1 Ca antag: -1; CHRM4 agonist: 3; M5 ag: -1; CHRM4 antagonist: -21; CHO-K1 Ca ag: -0.2

What do the screens show for `CC(C)Cn1cc(C(=O)N2CCC(C)CC2)c2c3ccccc3n(C)c2c1=O`?
M5 antag: 3; M5 PAM: 12; CHO-K1 Ca PAM: -16; M4 PAM: -19; CHO-K1 Ca antag: -1; CHRM4 agonist: 8; M5 ag: -1; CHRM4 antagonist: 7; CHO-K1 Ca ag: 3.3

Results for Cc1ccc(C(=O)c2ccccc2C(=O)OCC(=O)Nc2cccc([N+](=O)[O-])c2)cc1 ?
M5 antag: 9; M5 PAM: -13; CHO-K1 Ca PAM: 23; M4 PAM: -20; CHO-K1 Ca antag: -1; CHRM4 agonist: 10; M5 ag: 0; CHRM4 antagonist: 5; CHO-K1 Ca ag: 6.6

What do the screens show for `C=Cn1cc[n+](CC(=O)c2cccs2)c1`?
M5 antag: -1; M5 PAM: -5; CHO-K1 Ca PAM: -5; M4 PAM: -4; CHO-K1 Ca antag: 4; CHRM4 agonist: 0; M5 ag: -5; CHRM4 antagonist: 3; CHO-K1 Ca ag: 1.3

What do the screens show for `CCOC(=O)Nc1ccc(OC)c([N+](=O)[O-])c1`?
M5 antag: 9; M5 PAM: 2; CHO-K1 Ca PAM: -14; M4 PAM: 3; CHO-K1 Ca antag: 10; CHRM4 agonist: 1; M5 ag: 3; CHRM4 antagonist: -3; CHO-K1 Ca ag: -0.2

How did CC(C)(C)NC(=O)C1c2ccccc2OCC(=O)N1Cc1ccco1 (stereo unspecified) do in these assays?
M5 antag: 0; M5 PAM: 2; CHO-K1 Ca PAM: 13; M4 PAM: 4; CHO-K1 Ca antag: -5; CHRM4 agonist: 0; M5 ag: 1; CHRM4 antagonist: 1; CHO-K1 Ca ag: 0.8

What do the screens show for `Clc1ccccc1-c1nnc2sc(-c3ccco3)nn12`?
M5 antag: 6; M5 PAM: -5; CHO-K1 Ca PAM: 12; M4 PAM: 1; CHO-K1 Ca antag: -13; CHRM4 agonist: -1; M5 ag: -1; CHRM4 antagonist: 3; CHO-K1 Ca ag: 0.2

How did CNS(=O)(=O)c1cccc(C(=O)OCC(=O)Nc2ccc(N3CCCCC3)cc2)c1 do in these assays?
M5 antag: 6; M5 PAM: 3; CHO-K1 Ca PAM: 14; M4 PAM: 0; CHO-K1 Ca antag: -13; CHRM4 agonist: 2; M5 ag: 4; CHRM4 antagonist: -8; CHO-K1 Ca ag: 0.6

How did Cc1[nH]c(=O)c(C#N)c(C)c1CCC(=O)N(C)CC(=O)Nc1ccc(Cl)c(Cl)c1 do in these assays?
M5 antag: -2; M5 PAM: 2; CHO-K1 Ca PAM: -1; M4 PAM: -2; CHO-K1 Ca antag: -11; CHRM4 agonist: 1; M5 ag: -3; CHRM4 antagonist: -5; CHO-K1 Ca ag: -0.8

Results for CC(COC(=O)c1ccccc1)(COC(=O)c1ccccc1)/[N+]([O-])=C/c1ccccc1 ?
M5 antag: 1; M5 PAM: -2; CHO-K1 Ca PAM: 26; M4 PAM: -2; CHO-K1 Ca antag: -3; CHRM4 agonist: 5; M5 ag: -1; CHRM4 antagonist: -17; CHO-K1 Ca ag: 2.4

What do the screens show for `CCN(CC)C(=S)SCC(=O)Nc1ncc2c(n1)CC(C)(C)CC2=O`?
M5 antag: -6; M5 PAM: 8; CHO-K1 Ca PAM: 20; M4 PAM: -1; CHO-K1 Ca antag: -14; CHRM4 agonist: 0; M5 ag: 1; CHRM4 antagonist: 7; CHO-K1 Ca ag: 2.0

How did Cc1c(C(=O)NC2CC2)oc2ccc(S(=O)(=O)N3CCCCCC3)cc12 do in these assays?
M5 antag: 4; M5 PAM: -4; CHO-K1 Ca PAM: 11; M4 PAM: -1; CHO-K1 Ca antag: -3; CHRM4 agonist: 6; M5 ag: 4; CHRM4 antagonist: 1; CHO-K1 Ca ag: 3.1

What do the screens show for `COc1ccc(C)cc1NC(=O)c1ccccc1N(C)S(=O)(=O)c1ccccc1`?
M5 antag: -1; M5 PAM: 0; CHO-K1 Ca PAM: 18; M4 PAM: 2; CHO-K1 Ca antag: -5; CHRM4 agonist: 1; M5 ag: -5; CHRM4 antagonist: -6; CHO-K1 Ca ag: 0.7

Results for Nc1nc(SCCO)[nH]c(=O)c1NC(=O)c1ccc(Br)o1 ?
M5 antag: 4; M5 PAM: 1; CHO-K1 Ca PAM: -21; M4 PAM: 0; CHO-K1 Ca antag: 22; CHRM4 agonist: 0; M5 ag: -4; CHRM4 antagonist: 9; CHO-K1 Ca ag: -0.1

What do the screens show for `COC(=O)c1ccccc1NC(=O)C1CCN(S(=O)(=O)c2cc(OC)ccc2OC)CC1`?
M5 antag: 6; M5 PAM: -8; CHO-K1 Ca PAM: -6; M4 PAM: -10; CHO-K1 Ca antag: 18; CHRM4 agonist: 6; M5 ag: 1; CHRM4 antagonist: 8; CHO-K1 Ca ag: 2.5

3 entries drawn at random from the list so far:
How did CNS(=O)(=O)c1cccc(C(=O)OCC(=O)Nc2ccc(N3CCCCC3)cc2)c1 do in these assays?
M5 antag: 6; M5 PAM: 3; CHO-K1 Ca PAM: 14; M4 PAM: 0; CHO-K1 Ca antag: -13; CHRM4 agonist: 2; M5 ag: 4; CHRM4 antagonist: -8; CHO-K1 Ca ag: 0.6

What do the screens show for `COC(=O)c1ccccc1NC(=O)C1CCN(S(=O)(=O)c2cc(OC)ccc2OC)CC1`?
M5 antag: 6; M5 PAM: -8; CHO-K1 Ca PAM: -6; M4 PAM: -10; CHO-K1 Ca antag: 18; CHRM4 agonist: 6; M5 ag: 1; CHRM4 antagonist: 8; CHO-K1 Ca ag: 2.5

What do the screens show for `CCN(CC)C(=S)SCC(=O)Nc1ncc2c(n1)CC(C)(C)CC2=O`?
M5 antag: -6; M5 PAM: 8; CHO-K1 Ca PAM: 20; M4 PAM: -1; CHO-K1 Ca antag: -14; CHRM4 agonist: 0; M5 ag: 1; CHRM4 antagonist: 7; CHO-K1 Ca ag: 2.0
